Tb hexokinase – Trypanosoma brucei hexokinase 1 inhibitors, primary screen, biochemical, G6PDH-coupled NADH absorbance, MLSCN library; inhibition, % at 10 µM; recombinant TbHK1, G6PDH-coupled NADH A340; hexokinase 1 [Trypanosoma brucei]; actives 0.11% (n = 220,000); AID 1430, 2008;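 active = inhibition of 50% or more in the single-dose primary screen; inactive = inhibition below 50%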
PPC-1+TRAIL kill – compounds killing PPC-1 cancer cells with TRAIL present, primary screen, TRAIL potentiator project, ATPLite luminescence, uHTS; cell killing (% activity), % at 4 µM; actives 0.41% (n = 220,000); PPC-1 cells + TRAIL, ATPLite viability luminescence;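 active = cell killing above 50% in the first pass at 4 µM, then a duplicate retest at 5 µM averaging 50% or more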;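 note: plate controls were cells with TRAIL plus DMSO for no effect and medium-only wells lacking cells for full effect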
RBBP9 inh – human RBBP9 inhibitors, primary screen, biochemical, fluorescence polarization, FP-Rh probe, HTS; Serine hydrolase RBBP9 (Homo sapiens), O75884; recombinant RBBP9; inhibition, % at 7.94 µM; actives 0.2% (n = 220,000);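 active = inhibition above the campaign mean of all tested compounds plus 3 SD, cut at about 14% in these data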;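 note: plate controls were DMSO wells with RBBP9 for no effect and wells lacking RBBP9 protein for full effect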
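System: RBBP9 protein | Quantity: 2.5 µM RBBP9 dispensing solution, before mixing | Reagent: FP-Rh probe, 375 nM dispensing solution | Timing: Enzyme-compound preincubation 30 min, then probe labeling 45 min, 25 °C | Measured by: Fluorescence polarization | Read-out: % inhibition | Replication: One well per compound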
Ba/F3 V617F tox – reduced viability of JAK2V617F-dependent Ba/F3 cells, primary screen, JAK2V617F inhibitor project, cell-based, Ba/F3 EpoR-JAK2V617F, luminescence | ATP luminescence | inhibition, % at 5.6 µM | actives 1.1% (n = 220,000);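 active = inhibition above the campaign mean plus 3 SD over all tested compounds, cut at about 24% in these data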;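 note: cytokine-independent growth of Ba/F3 cells driven by EpoR plus mutant JAK2; 0% = DMSO-treated cells and 100% = JAK inhibitor I control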
p97 ATPase inh – inhibitors of human p97 ATPase, primary screen, biochemical. Transitional endoplasmic reticulum ATPase (Homo sapiens), P55072. recombinant p97 ATPase, Kinase-Glo ATP luminescence, 3 h. inhibition, % at 8 µM. actives 0.42% (n = 220,000); in the data active = inhibition above about 15%;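 note: 0% = DMSO vehicle and 100% = wells lacking enzyme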
p47phox inh – p47phox/p22phox peptide binding inhibitors, primary screen, biochemical, uHTS, NADPH oxidase regulatory subunit; inhibition, % at 24.7 µM; AID 1274, 2008; actives 0.53% (n = 220,000); Neutrophil cytosol factor 1 (Homo sapiens), P14598; fluorescence polarization, 2 h;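 active = inhibition above about 30%, limit read from the data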;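 note: 0% = p47phox with labelled peptide and 100% = labelled peptide alone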
Target sequence (P14598 whole entry, looked up): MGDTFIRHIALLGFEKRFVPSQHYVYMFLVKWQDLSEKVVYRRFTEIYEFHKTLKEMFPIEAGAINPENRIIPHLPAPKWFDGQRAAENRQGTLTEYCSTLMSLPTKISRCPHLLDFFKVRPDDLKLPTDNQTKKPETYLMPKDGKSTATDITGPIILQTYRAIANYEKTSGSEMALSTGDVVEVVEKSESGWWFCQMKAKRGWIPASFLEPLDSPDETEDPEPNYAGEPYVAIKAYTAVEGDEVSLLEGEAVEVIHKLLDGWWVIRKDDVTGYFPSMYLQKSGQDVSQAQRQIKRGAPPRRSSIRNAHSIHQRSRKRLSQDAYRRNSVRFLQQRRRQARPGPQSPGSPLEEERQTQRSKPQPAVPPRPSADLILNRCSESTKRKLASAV
EP2 antag – human EP2 receptor antagonists, primary screen, TR-FRET cAMP, C6 glioma cells; Prostaglandin E2 receptor EP2 subtype (Homo sapiens), P43116; C6 glioma cells expressing human EP2; cells stimulated with saturating PGE2; inhibition, % at 25 µM; actives 0.52% (n = 260,000); AID 1422, 2008;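 active = percent inhibition above 40 after rounding to a whole number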;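 note: rat C6 glioma host cells with rolipram phosphodiesterase inhibitor present; the protocol text gives 20 µM as final concentration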
BaF3 parental – parental Ba/F3 cell viability inhibition, counter-screen for JAK2V617F inhibitor project, murine pro-B, CellTiter-Glo luminescence; inhibition, % at 5.6 µM; CellTiter-Glo ATP luminescence; actives 1.1% (n = 220,000); AID 1486, 2009;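 active = inhibition above a per-campaign cutoff, the mean inhibition of all tested compounds plus 3 SD, cut at about 27% in these data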;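 note: 0% = DMSO wells and 100% = JAK Inhibitor I control wells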
Furin inh – human furin inhibitors, primary screen, biochemical, fluorescence intensity | P09958 | purified furin, fluorogenic substrate cleavage | inhibition, % at 30 µM | actives 0.061% (n = 220,000) | AID 463115, 2010; in the data active = inhibition above about 25%; note: inactives centre near -15
Target sequence (P09958 108-714 limits assumed): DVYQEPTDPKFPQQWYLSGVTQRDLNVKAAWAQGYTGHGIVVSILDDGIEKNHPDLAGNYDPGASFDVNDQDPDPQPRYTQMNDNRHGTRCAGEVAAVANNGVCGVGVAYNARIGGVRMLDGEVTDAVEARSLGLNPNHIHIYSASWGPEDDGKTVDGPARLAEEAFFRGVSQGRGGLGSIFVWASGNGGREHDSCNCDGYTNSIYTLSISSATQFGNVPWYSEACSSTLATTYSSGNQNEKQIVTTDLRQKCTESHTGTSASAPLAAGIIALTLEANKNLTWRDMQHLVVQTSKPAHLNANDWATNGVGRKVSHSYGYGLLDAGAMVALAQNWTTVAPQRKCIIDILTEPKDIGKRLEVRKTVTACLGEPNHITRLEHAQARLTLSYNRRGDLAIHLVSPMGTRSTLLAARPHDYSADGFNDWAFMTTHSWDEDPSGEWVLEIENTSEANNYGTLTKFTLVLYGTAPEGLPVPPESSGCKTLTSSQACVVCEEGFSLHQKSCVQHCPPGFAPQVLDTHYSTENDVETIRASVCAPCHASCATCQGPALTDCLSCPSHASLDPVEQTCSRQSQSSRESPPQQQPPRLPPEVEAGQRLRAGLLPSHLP
* = called active by the depositor; . = no result given; [ ] = remark or other dose.

SMILES	Tb hexokinase	PPC-1+TRAIL kill	RBBP9 inh	Ba/F3 V617F tox	p97 ATPase inh	p47phox inh	EP2 antag	BaF3 parental	Furin inh
Cc1ccc(S(=O)(=O)N2CCC(C(=O)N[C@@H](C)C(=O)NCc3ccccc3)CC2)cc1	-4	5	-5	2	2	-11	1	6	-14
COc1ccc(C2=CSC3=NCCN23)cc1F	3	-1	-4	-3	4	7	8	2	-8
CS(=O)(=O)Nc1ccc(C2=NN(S(=O)(=O)c3ccccc3)C(c3cccs3)C2)cc1 (stereo unspecified)	-14	8	-4	10	-2	-227	6	15	-15
CCOc1ccccc1CNc1nc2nc3c(c(=O)n2[nH]1)CCC3	5	7	0	7	0	5	10	7	-9[20 µM]
CCN(C(=O)c1nn(-c2ccc(OC)cc2)c(=O)c2c1c1ccccc1n2C)c1ccc(OC)cc1	-4	11	-7	0	1	-8	-2	2	-33
Cc1ccc(Nc2ncccc2C(=O)NCc2cccs2)c(C)c1	3	11	-10	-3	2	-17	5	7	-9[20 µM]
Cc1ccnc(SCC(=O)c2ccc(Br)s2)n1	-1	5	0	-3	8	-8	6	3	-23
COC(=O)c1ccc(CSc2nnc3c(n2)[nH]c2ccccc23)cc1	-6	13	-4	0	0	3	8	-2	-19
O=C(NCCN1CCOCC1)C1CC(=O)N(c2ccc(F)c(Cl)c2)C1 (stereo unspecified)	-6	-10	-3	-2	-1	-5	2	3	-6[20 µM]
O=C(COC(=O)c1cccc(O)c1)NCc1ccc2c(c1)OCO2	-12	9	-3	-3	1	-6	7	-3	-22
O=S(=O)(CCc1nc2ccccc2o1)c1ccc2ccccc2c1	25	-8	-6	-3	1	-2	14	2	-12[20 µM]
CCOP(=O)(CN(CC)C(=O)c1ccccc1Br)OCC	0	7	1	-2	4	-11	9	-1	-14
CCOC(=O)C1=C(CC)NC2=C(C(=O)CCC2)C1c1ccc(OC)c(OC)c1 (stereo unspecified)	13	15	-2	-2	0	5	11	-2	-21[20 µM]
Cc1ccc(NC(=O)N2CCN(C/C=C/c3ccccc3)CC2)cc1	11	9	-9	6	-4	-4	4	8	-11
Cn1cc([N+](=O)[O-])c(C(=O)Nc2ccc(-c3nc4ccccc4o3)cc2)n1	-15	36	-8	2	2	-16	8	4	-22
COc1ccc(S(=O)(=O)Cc2ccc(C(=O)NCCc3cc(OC)ccc3OC)o2)cc1	-3	9	-14	8	-1	12	13	1	-7
CC(C)(C)C1CCc2onc(C(=O)NC3CCCC3)c2C1 (stereo unspecified)	-4	20	-6	-4	-5	-7	9	-1	-21
CC1CCc2c(sc(NS(=O)(=O)c3ccccc3)c2C(=O)OC(C)C)C1 (stereo unspecified)	4	9	-6	2	-10	-16	20	5	7[20 µM]
COc1cccc(CN2CCN(C3CCN(c4ccccc4F)CC3)CC2CCO)c1 (stereo unspecified)	0	12	-5	0	-1	16	8	11	-24
O=C(NCCCn1ccnc1)c1cc(-c2ccncc2)nc2ccccc12	-2	-6	3	-1	2	-13	2	2	-22
COC(=O)c1c(NC(=O)C(Cl)Cl)sc2c1C(C(=O)OC)CC2 (stereo unspecified)	-12	42	-6	4	-5	-4	13	-6	-5
OC(CN1CCN(c2cccc(C(F)(F)F)c2)CC1)c1c[nH]c2ccccc12 (stereo unspecified)	-2	22	-8	1	0	-10	14	3	-23
CC(=O)c1ccc(C#CC(C)(C)O)s1	-24	7	0	-5	8	-14	15	-1	1
O=C(Oc1cncc(Cl)c1)c1ccco1	-1	2	-4	-4	2	8	15	0	-24[20 µM]
COc1ccc(NC(=O)N2CCN(c3nc(-c4cccc(OC)c4)cs3)CC2)cc1	1	5	-6	-4	13	-28	13	5	-20[20 µM]
CS(=O)(=O)N(CC(=O)N1CCN(c2cccc(Cl)c2)CC1)c1cccc(F)c1	-5	12	-6	1	-6	-11	9	3	-12[20 µM]
O=[N+]([O-])c1cnn(-c2nc(-c3cccs3)cc(C(F)(F)F)n2)c1	-6	0	-8	0	2	-9	8	5	-30
CCCC(=O)NC(=S)Nc1ccc(NC(=O)c2cccs2)cc1	-2	-4	-5	-4	3	-3	14	4	-15[20 µM]
CCN(CC)S(=O)(=O)c1cc(NC(=O)CSc2nnc(-c3cccs3)o2)ccc1C	-1	-1	-4	0	1	52*	3	5	-22
Cn1cc(-c2ccccc2)cc(C#N)c1=O	-15	-14	-6	5	-1	-8	8	11	-57
Cc1cccc(N2CC(=O)N(c3cccc(C)c3)CC2=O)c1	-13	23	0	0	-5	-1	8	0	-26
COc1ccc(-c2cc(C(F)(F)F)nc(NC3CCCC3)n2)cc1OC	7	13	-10	-5	-5	-11	8	3	-9
Cc1ccc(/C=N/n2cnc3sc(C)c(C)c3c2=O)o1	-20	8	-1	3	1	-25	8	5	-21
CCOc1ccc(-n2c(SCc3nc(-c4cccs4)no3)nnc2-c2ccncc2)cc1	-10	-3	1	0	1	-14	5	6	-14[20 µM]
CC(C)C12CN3CC(C(C)C)(CN(C1)C3c1ccccc1O)C2=O (stereo unspecified)	3	10	-1	1	-6	-10	2	4	-18
O=C(CN1CCN(c2ccc(F)cc2)CC1)Nc1ccc(F)c(F)c1	11	5	-5	1	-5	-11	12	3	-9
O=C(NCCN1CCOCC1)c1cc2sccc2n1Cc1ccc(Cl)cc1	-3	24	-7	-3	-1	-11	6	5	-14
Cc1cc(C)c(NC(=O)CN2CCN3CCCC3C2)c(C)c1 (stereo unspecified)	0	-6	-6	0	-3	-11	3	3	-20[20 µM]
O=C1NC(Cc2c[nH]c3ccccc23)C(=O)N1CCOc1ccc(F)cc1 (stereo unspecified)	2	8	-9	-3	3	-5	5	-1	-7
CCC1CCCCN1C(=O)CSc1nnc(CNC(=O)c2ccco2)o1 (stereo unspecified)	2	-26	0	0	4	1	24	5	-8[20 µM]
CCc1ccc(NC(=O)C2(C)Cc3ccccc3C(=O)O2)cc1 (stereo unspecified)	-6	10	-3	2	-1	.	4	5	-36
CCOC(=O)C(O)C1CCc2c([nH]c3ccc(C)cc23)C1=O (stereo unspecified)	-23	-11	0	-3	5	1	15	-2	-10
C/C(N)=C(/C#N)C(=O)COC(=O)CNS(=O)(=O)c1ccc(C)cc1	-2	14	-6	2	4	-9	8	10	-24
CC(NC(=O)c1ccc(F)cc1)c1nc2ccccc2n1Cc1ccccc1F (stereo unspecified)	-10	-12	-10	0	-3	-16	8	4	-7[20 µM]
CCOC(=O)c1cc(C(=O)Nc2ccccc2F)nn1C	-5	8	-8	1	-2	-8	12	1	-22[20 µM]
CC(NC(=O)C1CCN(S(=O)(=O)N2CCC3(CC2)OCCO3)CC1)c1ccccc1 (stereo unspecified)	7	-1	-13	6	-6	-1	3	5	-7
CCOc1ccc(N=C2SC(C(=O)O)CC(=O)N2C)cc1 (stereo unspecified)	2	5	-5	0	5	-11	5	4	-18
CCc1ccc(NC(=O)CSc2nc3ccsc3c(=O)n2CCCCCC(=O)O)cc1	-7	10	4	6	-1	-2	4	13	-14
CC(=O)Oc1ccc(-c2cccc(C(=O)NCCO)c2)cc1	2	23	-9	-3	4	-1	0	6	-23
COc1cccc(NC(=O)CSc2nc3n[nH]c(C)c3c(=N)n2-c2cccc(OC)c2)c1	-3	18	-32	6	3	-31	31	6	-20
CCOC(=O)/C=C/C(=O)OCC(=O)NCc1ccccc1	32	-2	0	2	3	-4	5	10	-11
Cc1cccc(OCC(=O)NNC(=O)c2cccs2)c1	-3	18	-2	1	0	-16	9	5	-22
CC(=O)Nc1ccc(NC(=O)CN(C)CCC#N)cc1	-5	9	6	-5	8	4	7	-2	-7
Cc1nc2cc(NS(=O)(=O)c3ccccc3)ccc2n1C	1	-11	-6	1	-1	2	4	3	-11
CCOc1ccc(NC(=O)CN(C)CC(=O)Nc2ccccc2SC)cc1OCC	-6	10	3	-4	-2	3	7	1	0
COc1cccc(C2CC(c3cccs3)=NN2C(=O)CSc2nc3c(cnn3-c3ccc(F)cc3)c(=O)[nH]2)c1OC (stereo unspecified)	2	2	-7	-3	4	-6	14	1	-17
Cc1cccc(C)c1C(=O)N[C@@H](Cc1ccccc1)C(=O)O	2	12	-2	-3	7	-5	-1	1	-25
CCOc1ccccc1CNC(=O)C1CCN(C(=O)c2sccc2-n2cccc2)CC1	-5	32	-3	-2	1	-8	22	4	-26
CC(C)n1nnnc1SCC(=O)c1ccc2c(c1)OCCO2	0	-3	-5	0	-4	-16	9	1	-1[20 µM]
C#CCOCCOCCOCCNc1nc(N2CCN(C(=O)[C@H](Cc3cc4ccccc4[nH]3)n3cc([C@@H](N)C(C)CC)nn3)CC2)nc(N2CCN(C(=O)[C@H](CCCCN)n3cc([C@@H](N)CC(C)C)nn3)CC2)n1 (stereo partly specified)	3	-2	0	-1	9	.	6	-6	-23
Continued:
SMILES	Tb hexokinase	PPC-1+TRAIL kill	RBBP9 inh	Ba/F3 V617F tox	p97 ATPase inh	p47phox inh	EP2 antag	BaF3 parental	Furin inh
CCc1ccc(Nc2ncnc3nc[nH]c23)cc1	-15	24	-9	-1	1	-11	4	2	-23
CCc1cccc(C)c1NC(=O)c1ccc(CN2CCc3ccccc3C2)cc1	7	6	-8	-2	-2	2	7	-1	6
O=C1c2ccccc2C(=O)N1n1cccc1	1	5	-1	-5	5	-5	2	-1	-31
CN=CC1=C(O)CC(C)(C)CC1=O	3	8	-9	0	4	-8	10	2	-16
O=C(CSc1nnc(-c2ccccn2)n1Cc1ccccc1)N1CCCC1	-2	-8	2	-1	3	4	10	6	-14[20 µM]
COC(=O)C1C(=O)NCC1c1ccccc1 (stereo unspecified)	-1	3	-8	-2	-2	-8	.	-1	-29[20 µM]
Cc1c(NC(=O)Cn2ccc([N+](=O)[O-])n2)c(=O)n(-c2ccccc2)n1C	-3	25	-7	0	-4	-3	5	-4	1[20 µM]

7 entries from above, bar-delimited.
smiles | Tb hexokinase | PPC-1+TRAIL kill | RBBP9 inh | Ba/F3 V617F tox | p97 ATPase inh | p47phox inh | EP2 antag | BaF3 parental | Furin inh
CCc1ccc(Nc2ncnc3nc[nH]c23)cc1 | -15 | 24 | -9 | -1 | 1 | -11 | 4 | 2 | -23
CCc1cccc(C)c1NC(=O)c1ccc(CN2CCc3ccccc3C2)cc1 | 7 | 6 | -8 | -2 | -2 | 2 | 7 | -1 | 6
O=C1c2ccccc2C(=O)N1n1cccc1 | 1 | 5 | -1 | -5 | 5 | -5 | 2 | -1 | -31
CN=CC1=C(O)CC(C)(C)CC1=O | 3 | 8 | -9 | 0 | 4 | -8 | 10 | 2 | -16
O=C(CSc1nnc(-c2ccccn2)n1Cc1ccccc1)N1CCCC1 | -2 | -8 | 2 | -1 | 3 | 4 | 10 | 6 | -14[20 µM]
COC(=O)C1C(=O)NCC1c1ccccc1 (stereo unspecified) | -1 | 3 | -8 | -2 | -2 | -8 | . | -1 | -29[20 µM]
Cc1c(NC(=O)Cn2ccc([N+](=O)[O-])n2)c(=O)n(-c2ccccc2)n1C | -3 | 25 | -7 | 0 | -4 | -3 | 5 | -4 | 1[20 µM]

These rows are one share of the data; the hit share may differ from the screen's.
